# TRPC6 activator: mouse TRPC6 channel activators, primary screen, cell-based, HEK293, membrane potential dye; 310,000 tested, 0.13% active; B-score at 10 µM; AID 2550, 2010; HEK293-TRPC6 membrane potential dye fluorescence; active compounds read high;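 active = B-score of the integrated fluorescence ratio above library mean plus 3 SD, and starting fluorescence ratio within library mean plus 5 SD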;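 also: higher score means more depolarization so channel activation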
# MrgX1 antagonist: antagonists of human MrgX1 receptor, primary screen, HEK293 cells, Fluo-4 calcium flux; BAM8-22 antagonism; active compounds read low; B-score at 10 µM; 310,000 tested, 1.3% active;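 active = calcium-response B-score plate-corrected more than 3 library SD below zero, starting fluorescence within 5 deviations, no agonist response on first addition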;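 also: peak minus trough fluorescence over baseline after final BAM8-22 challenge near maximal dose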
# Target sequence (Q96LB2 whole entry, looked up): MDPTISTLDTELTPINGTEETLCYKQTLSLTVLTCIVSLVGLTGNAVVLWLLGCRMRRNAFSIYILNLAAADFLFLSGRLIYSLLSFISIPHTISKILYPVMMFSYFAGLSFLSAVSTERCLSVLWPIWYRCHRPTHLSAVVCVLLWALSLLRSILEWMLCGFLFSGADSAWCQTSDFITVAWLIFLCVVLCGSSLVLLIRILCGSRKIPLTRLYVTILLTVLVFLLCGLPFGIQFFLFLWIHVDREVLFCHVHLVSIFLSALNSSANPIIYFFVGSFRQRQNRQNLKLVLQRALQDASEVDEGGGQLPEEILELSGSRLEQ
# Platelet DG rel: inhibitors of platelet dense granule secretion, primary screen, cell-based, MLPCN, human platelets; human platelet-rich plasma, SFLLRN dense granule ATP release, luminescence; inhibition, %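 (compounds screened at 7.5 µM in platelet-rich plasma)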; 300,000 tested, 0.22% active;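 active = mean replicate score, as percent of positive control, at or above 50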
# SKKanGAS inh: S. pyogenes SKKanGAS growth inhibitors in kanamycin, primary screen, streptokinase expression inhibitor project, SKKanGAS strain, BacTiter-Glo luminescence. inhibition, % at 7.5 µM. 300,000 tested, 1.3% active. 6 h. AID 1662, 2009;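 active = mean replicate score, as percent of positive control median, at least 50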;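 also: strain carries kanamycin resistance gene driven by streptokinase promoter and grows in 40 µg/ml kanamycin; loss of luminescence reflects streptokinase promoter inhibition or plain growth inhibition; 0% = median of DMSO wells and 100% = positive control at its reference dose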
# MrgX1 PAM: positive allosteric modulators of MrgX1, primary screen, HEK293 cells, Fluo-4 calcium flux. Mas-related G-protein coupled receptor member X1 (Homo sapiens), Q96LB2. AID 588675, 2011. B-score at 10 µM. 310,000 tested, 0.63% active. FDSS; active compounds read high;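 active = plate-corrected calcium response at least 3 library SD above typical, normal starting fluorescence, not activating the receptor alone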;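 also: compound read alongside a low EC10 to EC30 dose of BAM8-22 agonist; peak minus trough fluorescence over baseline measured at the second addition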
# RGS4 block: RGS4 inhibitors, primary screen, cell-based, HEK293 M3R inducible RGS4, calcium flux. Regulator of G-protein signaling 4 (Homo sapiens), P49798. Fluo-4 calcium flux; active compounds read high; triggered by carbachol at its EC20. B-score at 10 µM. 310,000 tested, 0.45% active. AID 463165, 2010;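 active = B-score, a plate-corrected calcium signal, over three deviations above library mean, with baseline fluorescence within five deviations of library mean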;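 also: RGS4 expression induced by doxycycline in cells with stable M3 receptor; B-score is computed from the integrated fluorescence ratio over baseline after carbachol; higher B-score means a larger calcium signal and so more RGS4 inhibition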
# Target sequence (P49798 whole entry, looked up): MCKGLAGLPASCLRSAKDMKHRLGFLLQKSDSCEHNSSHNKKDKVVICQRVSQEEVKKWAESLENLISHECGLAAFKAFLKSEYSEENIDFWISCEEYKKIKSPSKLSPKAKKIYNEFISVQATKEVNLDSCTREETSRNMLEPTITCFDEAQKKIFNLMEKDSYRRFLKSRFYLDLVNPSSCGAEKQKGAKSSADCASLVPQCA
# TRPC6 inhibitor: mouse TRPC6 channel inhibitors, primary screen, cell-based, HEK293, membrane potential dye; ACh-evoked depolarization; active compounds read low; B-score at 10 µM; 310,000 tested, 1.1% active;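 active = B-score under library mean minus 3 SD, initial fluorescence not abnormally high, positive integrated signal ratio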;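 also: B-score derived from integrated fluorescence ratio over the kinetic read; more negative B-score means stronger inhibition of depolarization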
# MrgX1 agonist: agonists of human MrgX1 receptor, primary screen, HEK293 cells, Fluo-4 calcium flux | Mas-related G-protein coupled receptor member X1 (Homo sapiens), Q96LB2 | Fluo-4 calcium fluorescence, agonist mode; active compounds read high | 310,000 tested, 0.44% active | AID 588627, 2011 | B-score at 10 µM;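 active = calcium response B-score plate-corrected fluorescence ratio at least 3 library SD, with starting fluorescence B-score inside 5 SD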
#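 Material: MrgX1-expressing HEK293 cells / Dosing: compound as first of three additions / Incubation: overnight seeding, then 1 h dark dye loading / Signal: Fluo-4 NW calcium fluorescence / Evaluation: B-scored fluorescence response ratio / Benchmarks: positive and negative control wells on each plate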
# TRPC4 block: inhibitors of mouse TRPC4 channel, primary screen, Fluo4 calcium, HEK293 TRPC4beta/mu-opioid cells. Short transient receptor potential channel 4 (Mus musculus), Q9QUQ5. DAMGO-evoked Fluo4 calcium flux; active compounds read low. B-score at 10 µM. 300,000 tested, 0.39% active;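 active = B-score over 3 SD under the library average, no early fluorescence shift, positive overall ratio signal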
#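 System: stable TRPC4beta/mu-opioid receptor HEK293 cells; Dosing: single-point compound dosing; Measured by: Fluo4 Ca2+ flux fluorescence; Read-out basis: per-well B score of integrated baseline-normalized Fluo4 ratio.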
# RGS4 act: RGS4 potentiators or activators, primary screen, cell-based, HEK293 M3R inducible RGS4, calcium flux | carbachol calcium flux Fluo4; active compounds read low | B-score at 10 µM | 310,000 tested, 0.92% active | AID 463111, 2010;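 active = B-score of the integrated calcium signal more than 4 SD below the library mean, with starting fluorescence not abnormally high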;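 also: negative B-score means reduced calcium response which marks RGS4 activation or potentiation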
#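 test system = M3R-expressing HEK293 line, RGS4 induced by doxycycline | probe or stimulus = carbachol at ECmax as muscarinic agonist stimulus | timing = dye loading 30 min 37 °C, buffer rest 30 min RT | signal = calcium dye Fluo4 fluorescence | evaluation = B score from integrated fluorescence ratio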
# HIF activator: HIF pathway transcriptional activators, primary screen, cell-based, U2OS HRE-luciferase, luminescence; activation, % at 7.5 µM (by protocol); 300,000 tested, 0.32% active; AID 1910, 2009; U2OS HRE-luciferase reporter; normalized: DMSO 0%, desferrioxamine 100%;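 active = mean activation of at least 10% of the iron chelator positive control signal, with at least half of replicates also reaching 10%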
# * marks the source's active call; other numbers are inactive results; i = inactive; x = no result given.
SMILES,TRPC6 activator,MrgX1 antagonist,Platelet DG rel,SKKanGAS inh,MrgX1 PAM,RGS4 block,TRPC6 inhibitor,MrgX1 agonist,TRPC4 block,RGS4 act,HIF activator
COc1ccc(NS(=O)(=O)c2cc(NC(=O)c3cnc(C)cn3)ccc2N2CCCCC2)cc1,i,i,13.4,13.7,i,i,i,i,i,i,0.1
CCCCN(C(=O)c1oc2ccc(OCC)cc2c1C)c1c(N)n(CC(C)C)c(=O)[nH]c1=O,i,i,14.9,1.2,i,i,i,i,i,i,-0.4
Cc1cccc(CSC2=NCCN2C(=O)C2CC2)c1,i,i,x,4.0,i,i,i,i,i,i,-0.3
O=C(c1ccccc1)c1ccc2nc(-c3ccc(NC(=O)c4ccccc4Br)cc3)[nH]c2c1,i,i,-0.6,28.3,i,i,i,i,i,i,1.3
O=C(NCCC1CCCCN1S(=O)(=O)c1ccc(Cl)cc1)C(=O)NCc1ccncc1 (configuration not stated),i,i,-25.2,8.8,i,i,i,i,i,i,-0.6
Cc1noc(C)c1CSCC(=O)OCc1nc2ccccc2c(=O)n1CC#N,i,i,-2.8,4.0,i,i,i,i,i,i,0.1
Brc1ccccc1-c1nnc(SCc2nc3ccccc3s2)o1,i,i,-12.6,-2.2,i,i,i,i,i,i,2.6
Cc1ncc(C[n+]2csc(CCOC(=O)C34CC5CC(CC(C5)C3)C4)c2C)c(N)n1,i,i,1.6,-4.0,i,i,i,i,i,i,0.6
COCCCNC(=O)c1cc2c(=O)n3cc(C)ccc3nc2nc1NCC1CCCO1 (configuration not stated),i,-7.55*,4.9,2.7,i,i,i,i,i,i,0.3
COc1ccc(S(=O)(=O)Nc2ccc(NC(C)=O)cc2)cc1[N+](=O)[O-],i,i,4.7,0.3,i,i,i,i,i,i,x
COc1ccccc1CN1CC(C(=O)N(C)Cc2nc(C)cs2)CCC1=O (configuration not stated),i,i,1.7,-7.7,i,i,i,i,i,i,0.0
CSC1=NSC2=NC(=O)/C(=C\c3ccc(OC(=O)c4ccco4)cc3)C(=N)N12,i,i,4.5,-5.5,41.1*,i,i,i,i,i,0.5
CCOC(=O)N1CCN(C2CCCN(C(=O)c3cccc(Cl)c3)C2)CC1 (configuration not stated),i,i,10.9,10.8,i,i,i,i,i,i,0.5
CCOC(=O)C1=C(C)NC2=C(C(=O)CC(C)(C)C2)C1c1ccsc1 (configuration not stated),i,i,-11.7,1.0,i,i,i,i,i,i,0.0
COc1cccc(C2(O)CCN(C(=O)C3CCC3)CC2)c1,i,i,5.8,-3.1,i,i,i,i,i,i,0.7
CCN(CC)S(=O)(=O)c1ccc(N/N=C/c2ccc(OC)c(OC)c2OC)nc1,i,i,10.3,2.9,i,i,i,i,i,i,-0.7
COC(=O)c1ccccc1NC(=O)c1ccc2c(c1)OCCCO2,i,-10.3*,0.5,-11.1,i,i,i,i,i,i,1.8
O=C(NCC1CCCO1)c1cc2ccccc2nc1Cl (configuration not stated),i,i,-4.8,-6.6,i,i,i,i,i,i,1.0
Nc1nc(-c2cccs2)c(CC(=O)O)s1,i,i,-0.8,4.5,i,i,i,i,i,i,0.3
CC(C)C(=O)Nc1ncc(C(F)(F)F)cc1Cl,i,i,-2.5,-2.2,i,i,i,i,i,i,-0.8
O=C(Nc1ccc2oc(-c3ccncc3)nc2c1)c1ccc([N+](=O)[O-])o1,i,i,4.7,6.3,i,i,i,i,i,i,-1.7
Cc1coc2cc3oc(=O)c(CCC(=O)NCCCN4CCCC4=O)c(C)c3cc12,i,i,-2.8,1.6,i,i,i,i,i,i,0.0
CCCCOc1ccccc1C1NC(=O)NC(C)=C1C(=O)OCc1ccco1 (configuration not stated),i,i,-1.1,-4.2,i,i,i,i,i,i,-28.0
COc1ccc(-n2c(C)c(C)c3c(NCCO)ncnc32)cc1,i,i,-7.2,-6.6,i,i,i,i,i,i,-3.9
Cc1ccnc(Nc2nc(-c3ccc(O)cc3O)cs2)c1,i,i,-1.0,6.6,i,i,i,i,i,i,2.6
SMILES,TRPC6 activator,MrgX1 antagonist,Platelet DG rel,SKKanGAS inh,MrgX1 PAM,RGS4 block,TRPC6 inhibitor,MrgX1 agonist,TRPC4 block,RGS4 act,HIF activator
CN1CCN(C(=O)c2ccc3c(c2)N(C)C(=O)/C(=C/c2cccc(Cl)c2)S3)CC1,i,i,6.4,36.9,i,i,i,i,i,i,x
CCC(Oc1ccccc1)C(=O)NCCOC (configuration not stated),i,i,-10.8,-12.8,i,i,i,i,i,i,-0.2
CC1(C)Cc2cccc(OCC(=O)NCc3ccccc3)c2O1,i,i,4.0,1.0,i,i,i,i,i,i,-0.1
CCCc1nc(SCC(=O)NNC(=O)C2CCCCC2)c2ccccc2n1,i,i,1.1,-9.3,i,i,i,i,i,i,-0.2
O=C(Nc1ccccc1Oc1ccccc1)C1CC1,i,i,0.8,-1.0,i,i,i,i,i,i,-0.5
COc1ccccc1CNC(=O)COC(=O)c1cc([N+](=O)[O-])ccc1N1CCOCC1,i,i,-8.8,0.3,i,i,-5.07*,i,i,i,-0.2
O=C(O)C1=C[C@@H](C2CCCCC2)C[C@@H](OCCCCO)O1,i,i,-0.5,7.0,i,i,i,i,i,i,0.7
N#CCCN1CCN(S(=O)(=O)c2ccc(S(=O)(=O)NCc3ccccc3)cc2)CC1,i,i,2.8,-0.9,i,i,i,i,i,i,-0.1
COc1cccc(C(=O)NNC(=O)c2ccc(NS(=O)(=O)c3cccs3)cc2)c1OC,i,i,-15.4,21.4,i,i,i,i,i,i,-0.2
CCCOc1cccc(C(=O)Nc2ccc3c(c2)OCCO3)c1,i,i,3.2,9.1,i,i,i,i,i,i,-1.4
CCCSC1=N/C(=C/c2ccsc2)C(=O)N1c1ccccc1,i,i,-0.7,1.7,i,i,i,i,i,i,-0.5
Cn1c(N)c(C(=O)COc2ccc(C#N)cc2)c(=O)n(C)c1=O,i,i,-2.0,3.7,i,i,i,i,i,i,-0.1
COc1cc(-c2nc3ccccc3c(=O)n2N)cc(OC)c1OC,i,i,-1.5,-0.2,i,i,i,i,i,i,-0.1
N#CC1(NC(=O)COC(=O)c2cc([N+](=O)[O-])ccc2N2CCCC2)CCCCC1,i,i,3.1,-5.5,i,i,i,i,i,i,-12.9
O=C(CSc1cccc[n+]1[O-])Nc1c(Br)cc([N+](=O)[O-])cc1Br,i,i,-9.4,-0.9,i,i,i,i,i,i,-0.2
CCCONC(=O)Nc1ccccc1[N+](=O)[O-],i,i,0.2,-8.2,i,i,i,i,i,i,0.0
CSc1ncccc1C(=O)Nc1ccc(S(=O)(=O)NC2=NCCCCC2)cc1,i,-4.61*,8.4,-1.9,i,i,i,i,i,i,-0.3
Cc1ccc(-c2nnc(N3CCN(C(=O)COc4cccc(C)c4)CC3)c3ccccc23)cc1,i,i,10.5,36.0,i,i,i,i,i,-7.28*,-0.4
O=C(CN(Cc1ccc(F)cc1)C(=O)CCC(=O)Nc1nccs1)NCc1ccc(F)cc1,i,i,-9.8,-3.2,i,i,i,i,i,i,0.1
CCc1ccc(C(=O)COC(=O)[C@@H](NC(N)=O)[C@@H](C)CC)cc1,i,i,3.3,-0.4,i,i,i,i,i,i,2.1
CS(=O)(=O)NCCNc1ccc(C(F)(F)F)cc1[N+](=O)[O-],i,i,3.6,4.5,i,i,i,i,i,i,x
CCCCOc1ccc(S(=O)(=O)N2CCN(c3ccc(N4CCN(CC)CC4)nn3)CC2)cc1,i,i,-22.4,-13.3,i,i,i,i,i,i,-0.2
O=C(COc1cccc(-n2cnnn2)c1)Nc1ccc([N+](=O)[O-])cc1,i,i,7.6,-2.7,i,i,i,i,i,i,-0.4
CCN=C1S/C(=C\c2cn(C(C)=O)nc2-c2ccccc2)C(=O)N1CC,i,i,-3.7,3.7,i,i,i,i,i,i,-0.1
CCNC(=O)NC(=O)C(C)OC(=O)c1cc(S(=O)(=O)N2CCCCCC2)ccc1OC (configuration not stated),i,i,1.4,2.6,i,i,i,i,i,i,-0.6
SMILES,TRPC6 activator,MrgX1 antagonist,Platelet DG rel,SKKanGAS inh,MrgX1 PAM,RGS4 block,TRPC6 inhibitor,MrgX1 agonist,TRPC4 block,RGS4 act,HIF activator
CCOC(=O)CNC(=O)N1CCCC(CNS(=O)(=O)Cc2ccccc2)C1 (configuration not stated),i,i,0.2,4.4,i,i,i,i,i,i,-0.3
Cc1nn(CCc2nc(-c3ccco3)cs2)c2[nH]c(=O)cc(C(F)(F)F)c12,i,i,-11.9,17.2,i,i,i,i,i,i,0.0
Cc1sc(NC(=O)CSc2nnc(N)s2)c(C#N)c1C,i,i,0.5,0.4,i,i,i,i,i,i,-0.3
COc1ccc(N2CC(C)Cn3c2nc2c3c(=O)n(Cc3ccc(F)cc3)c(=O)n2C)c(OC)c1 (configuration not stated),i,i,0.6,8.4,i,i,i,i,i,i,-0.5
Cc1ccc2oc(C(=O)N(Cc3nccn3C)C(C)C)c(C)c2c1,i,i,0.0,-2.7,i,i,i,i,i,i,-0.2
O=C1CC(N2CCSCC2)C(=O)N1c1cccc(Br)c1 (configuration not stated),i,-9.1*,6.0,-12.6,i,i,i,i,i,i,-0.7
O=C1Nc2ccc([N+](=O)[O-])cc2OC1CCN1CCN(Cc2ccccc2)CC1 (configuration not stated),i,i,-4.0,-2.0,i,i,i,i,i,i,-0.4
CC(=O)N(C)c1ccc(C(O)(C(F)(F)F)C(F)(F)F)cc1,i,i,-0.2,1.2,i,i,i,i,i,i,0.1
c1cncc(-c2nc(NCC3CCCO3)c3ccccc3n2)c1 (configuration not stated),i,i,-4.4,-3.3,i,i,i,i,i,i,0.2
O=C(Cn1cncn1)c1ccc(F)cc1F,i,i,3.5,4.5,i,i,i,i,i,i,0.5
COc1c(C)oc2cc(O)ccc2c1=O,i,i,-7.6,-3.9,i,i,i,i,i,i,-0.2
S=C(NCc1ccncc1)Nc1cc(Cl)cc(Cl)c1,i,i,-3.9,5.4,i,i,i,i,i,i,-0.2
N=C1/C(=C/c2ccc(OC(=O)c3ccco3)cc2)C(=O)N=C2SC=CN12,i,i,0.0,3.6,12.5*,i,i,i,i,i,0.2

# Bioassay records: PubChem BioAssay, several laboratories
